PfHsp40 rescue: rescue of yeast from PfHsp40 toxicity, primary screen, S. cerevisiae, ATP luminescence; growth rescue, % at 12.5 µM; AID 504582, 2011; S. cerevisiae expressing PfHsp40, growth rescue; actives 0.68% (n = 340,000); in the data active = growth rescue above about 28%, passing the limit was not always enough; inconclusive = no clear call, values can overlap the other calls;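 note: yeast W303a lacking pdr1 and pdr3 grown in galactose medium; growth measured after three days at 30 °C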
SSB-PriA inh: inhibitors of Klebsiella pneumoniae PriA binding to SSB C-terminal tail, primary screen, biochemical, AlphaScreen; PriA–SSB C-terminal tail interaction (Klebsiella pneumoniae); AlphaScreen SSBct-PriA binding, biotinylated peptide; inhibition, % at 33 µM; actives 0.6% (n = 430,000); AID 1272365, 2023; in the data active = inhibition mostly above about 37%, no sharp cut-off; inactive = mostly below about 20%;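 note: plate controls were negative control peptide for no effect and reference peptide for full effect; strong numbers were not always called active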
3CLpro inhibitor: SARS-CoV 3CLpro protease inhibitors, primary screen, biochemical, quenched FRET; recombinant SARS-CoV 3CLpro, quenched FRET peptide cleavage; inhibition, % at 6 µM; actives 0.14% (n = 290,000); AID 1706, 2009; in the data active = inhibition above about 12%
TcdB GH inh: TcdB glycohydrolase inhibitors, primary screen, biochemical, single point, plate reader | TcdB glycohydrolase enzymatic assay | inhibition, % at 9.99 µM | actives 0.24% (n = 350,000); in the data active = inhibition above about 10%
CCHFV vOTU inh: CCHFV vOTU protease inhibitors, primary screen, biochemical, Pep-AMC substrate, fluorescence; Crimean-Congo hemorrhagic fever virus L polyprotein viral ovarian tumor (vOTU) protease …; actives 0.55% (n = 370,000); AID 651958, 2012; inhibition, % at 11.5 µM; in the data active = inhibition above about 30%; note: 0% = vehicle wells with enzyme and 100% = no enzyme wells
Y pestis TopoI: Yersinia pestis topoisomerase I inhibitors, primary screen, biochemical, cleavage product accumulation, plate reader, single point. DNA topoisomerase I (Yersinia pestis CO92). Y. pestis Topo-I cleavage product accumulation. activity, % at 10 µM. actives 0.064% (n = 360,000). AID 504884, 2011; in the data active = activity above about 50%, passing the limit was not always enough; inconclusive = no clear call, values can overlap the other calls; note: inactives centre near 2
BoNT A protease: BoNT/A light chain protease inhibitors, primary screen, biochemical, flow cytometry, MLPCN library; Botulinum neurotoxin type A light chain protease (Clostridium botulinum A str. ATCC 3502); multiplex microsphere protease substrate cleavage; inhibition, % at 10 µM; actives 0.17% (n = 360,000); note: plate controls were buffer without enzyme for full effect and enzyme alone for no effect
VHR inh abs: VHR1 phosphatase inhibitors, primary screen, biochemical, absorbance, uHTS. recombinant VHR phosphatase, pNPP absorbance. inhibition, % at 13.3 µM. actives 0.52% (n = 290,000); in the data active = inhibition above about 50%; note: some compounds called inactive have numbers as strong as hits
Anthrax LF prot: Bacillus anthracis LF protease inhibitors, primary screen, biochemical, multiplex microsphere, MLPCN library. Lethal factor (Bacillus anthracis), P15917. multiplex microsphere protease cleavage assay. inhibition, % at 10 µM. actives 0.12% (n = 360,000). AID 588501, 2011; note: plate controls were buffer without enzyme for full effect and enzyme alone for no effect
BH1578 lux ind: inducers of Vibrio cholerae quorum light production without autoinducers, primary screen, BH1578 luxS cqsA deficient, single point; V. cholerae BH1578 lux reporter, luminescence, 6 h; activation, % at 18.7 µM; actives 0.16% (n = 350,000); AID 588436, 2011; in the data active = activation mostly above about 9.7%, no sharp cut-off; inconclusive = no clear call, values can overlap the other calls; inactive = mostly below about 3.7%; note: not every result past the cut was called active; inactives centre near 0; reference of the scale not given here
* hit, by the source's call; i = inactive; ? = inconclusive; . = not tested or not shown. Cut-off read from the data, not from the text of the source, unless noted: active = inhibition above about 30%; inconclusive = no clear call, values can overlap the other calls; inactive = below that.

SMILES | PfHsp40 rescue | SSB-PriA inh | 3CLpro inhibitor | TcdB GH inh | CCHFV vOTU inh | Y pestis TopoI | BoNT A protease | VHR inh abs | Anthrax LF prot | BH1578 lux ind
Cc1c(OC(C)C(=O)NCC(O)c2ccccc2)ccc2c3c(c(=O)oc12)CCC3 (stereo not given) | -0.7 | -4.6 | 5.1 | 1.0 | -2.7 | -10.9 | -0.9 | 7.8 | -3.3 | -0.7
CCOC(=O)C1=C(CN2CCN(C(=O)c3ccco3)CC2)NC(=O)NC1c1ccc(F)cc1 (stereo not given) | -1.0 | -7.4 | 3.4 | 0.8 | 9.5 | 16.6 | -0.3 | -0.7 | -1.6 | i
O=C(NCc1cc(C(F)(F)F)cc(C(F)(F)F)c1)C1CC(c2ccccc2[N+](=O)[O-])=NO1 (stereo not given) | 4.2 | 1.6 | -2.2 | 2.6 | 25.0 | 12.4 | -0.2 | 28.2 | -4.3 | i
COc1ccc(/C=N/NC(=O)CNC(=O)c2ccc(S(=O)(=O)N3CCOCC3)cc2)cc1OC | -0.5 | . | 1.8 | . | -10.1 | -9.5 | -3.3 | 0.1 | -4.5 | -0.7
O=C(COc1ccccc1Cl)Nc1ccc(C(=O)N2CCCCC2)cc1 | -1.0 | -2.4 | -0.5 | -1.4 | -1.1 | 31.5 | 1.3 | 1.0 | -4.1 | 0.8
NC1=NC(=Nc2ccc(S(N)(=O)=O)cc2)c2ccccc21 | 1.7 | 5.2 | -2.6 | 0.8 | -1.2 | 0.7 | -1.7 | 20.1 | -2.7 | -0.6
O=C(COC(=O)CNC(=O)c1ccccc1)Nc1ccc(S(=O)(=O)N2CCCC2)cc1 | 0.2 | -23.6 | -2.3 | -0.3 | -2.8 | 2.6 | 0.7 | 29.7 | -4.6 | -0.5
CCc1ccc(S(=O)(=O)Nc2ccc(N3CCN(C)CC3)cc2)cc1 | 1.0 | 6.5 | 3.0 | -25.9 | -5.3 | 4.8 | -1.8 | 16.6 | 4.7 | -0.4
COc1ccc(NS(=O)(=O)c2ccc(C(=O)N3CCC(C)CC3)cc2)cc1 | 0.0 | -5.1 | . | 0.8 | 12.5 | -10.6 | -0.4 | . | 1.4 | 0.0
O=C(/C=C/c1cccs1)NC1CCCC1 | 0.3 | -9.7 | 0.2 | 0.0 | -3.9 | 3.2 | -2.7 | 18.7 | -24.1 | -1.8
O=C(OC(C(=O)NC1CCCCC1)c1ccccc1F)c1ccco1 (stereo not given) | 0.3 | 0.2 | -0.4 | 0.8 | -3.5 | -0.1 | -0.5 | 14.4 | 0.0 | -0.2
Cc1cc(C)cc(OC(=O)c2cccnc2)c1 | -1.7 | -6.3 | -1.8 | -0.2 | -127.2 | 5.7 | -0.7 | 9.2 | -10.1 | 32.2*
N#Cc1ccc(C(=O)Nc2cc(S(=O)(=O)N3CCOCC3)ccc2N2CCCC2)cc1 | -0.7 | -4.3 | . | 0.3 | 9.3 | -2.3 | -37.5 | . | ? | i
CC(C)N1CCN(Cc2ccsc2)CC1CCO (stereo not given) | 0.6 | 0.5 | 0.1 | 1.2 | -4.4 | 0.0 | 0.4 | 3.6 | -1.1 | -2.3
COc1ccc2c(c1OC)C(=O)OC2c1c(O)n(Cc2ccc(F)cc2)c(=O)[nH]c1=O (stereo not given) | -0.1 | -11.4 | 0.3 | . | -8.1 | -0.8 | 0.2 | 40.5 | -7.9 | i
CC1CCCN(S(=O)(=O)c2cccc(C(=O)NCCCN3CCCC3=O)c2)C1 (stereo not given) | . | . | . | -1.1 | 11.8 | -1.2 | 0.3 | . | -3.1 | -0.5
O=C(COc1ccc(S(=O)(=O)N2CCCC2)cc1Cl)NCc1ccccn1 | 0.2 | -9.3 | -0.3 | 2.0 | -8.3 | -5.6 | 2.3 | 19.2 | 1.2 | -0.1
Cc1nnc(SCc2cccc(CSc3nnc(C)s3)c2)s1 | 0.2 | -4.6 | 7.6 | . | 8.9 | 14.6 | 0.3 | 19.9 | 1.6 | -2.0
Cc1cc(NC(=O)CN(C)CC(=O)Nc2ccc(Cl)cc2)no1 | -0.5 | -1.7 | . | 1.9 | -4.2 | -5.3 | 0.0 | . | 0.8 | i
CCOC(=O)Cc1csc(NC(=O)CC(C)(C)C)n1 | -1.0 | -9.0 | -1.3 | . | 29.6* | 0.2 | 0.4 | 14.0 | 1.2 | 0.4

Five entries drawn at random from those above:
SMILES | PfHsp40 rescue | SSB-PriA inh | 3CLpro inhibitor | TcdB GH inh | CCHFV vOTU inh | Y pestis TopoI | BoNT A protease | VHR inh abs | Anthrax LF prot | BH1578 lux ind
O=C(OC(C(=O)NC1CCCCC1)c1ccccc1F)c1ccco1 (stereo not given) | 0.3 | 0.2 | -0.4 | 0.8 | -3.5 | -0.1 | -0.5 | 14.4 | 0.0 | -0.2
N#Cc1ccc(C(=O)Nc2cc(S(=O)(=O)N3CCOCC3)ccc2N2CCCC2)cc1 | -0.7 | -4.3 | . | 0.3 | 9.3 | -2.3 | -37.5 | . | ? | i
Cc1nnc(SCc2cccc(CSc3nnc(C)s3)c2)s1 | 0.2 | -4.6 | 7.6 | . | 8.9 | 14.6 | 0.3 | 19.9 | 1.6 | -2.0
CC(C)N1CCN(Cc2ccsc2)CC1CCO (stereo not given) | 0.6 | 0.5 | 0.1 | 1.2 | -4.4 | 0.0 | 0.4 | 3.6 | -1.1 | -2.3
CC1CCCN(S(=O)(=O)c2cccc(C(=O)NCCCN3CCCC3=O)c2)C1 (stereo not given) | . | . | . | -1.1 | 11.8 | -1.2 | 0.3 | . | -3.1 | -0.5

(next part)
SMILES | PfHsp40 rescue | SSB-PriA inh | 3CLpro inhibitor | TcdB GH inh | CCHFV vOTU inh | Y pestis TopoI | BoNT A protease | VHR inh abs | Anthrax LF prot | BH1578 lux ind
CCC(C)NC(=O)CC(C)C (stereo not given) | 1.0 | -11.7 | 7.3 | -1.0 | 10.7 | 9.8 | -0.4 | -17.9 | -0.5 | -0.6
CCOC(=O)N1CCC(N2CCN(CCC(C)C)C(CCO)C2)CC1 (stereo not given) | -0.3 | -24.2 | -2.2 | 0.6 | 1.1 | -0.4 | 0.0 | 26.3 | -1.6 | -5.6
CCOC(=O)[C@]12CCC=C1N(CCC1=CCCCC1)C(=O)[C@H](CC(=O)NCCc1ccccc1OC)C2 | . | . | . | 0.7 | -2.1 | . | 0.5 | . | 1.1 | .
CCOC(=O)N1CCN(c2c(NCCN3CCCCC3CC)c(=O)c2=O)CC1 (stereo not given) | -1.0 | -7.5 | -4.1 | 0.1 | -0.6 | 2.2 | -0.6 | 29.4 | -14.0 | -0.3
Cc1ccc(OCC(=O)NNC(=O)c2ccc(F)c(S(=O)(=O)N3CCOCC3)c2)cc1C | . | . | . | 1.3 | -0.7 | -5.8 | -0.7 | . | 1.8 | i
C=CCn1c(CNS(=O)(=O)c2ccc(Br)cc2)n[nH]c1=S | -1.6 | -24.5 | -1.0 | 1.5 | 3.8 | -2.0 | -0.4 | 9.7 | -0.7 | 0.6
COc1cccc(CNC(=O)Cn2nc([N+](=O)[O-])c(Br)c2C)c1 | -0.1 | -4.0 | -1.1 | 1.5 | 7.4 | 1.9 | 1.3 | 2.3 | -0.3 | 0.2
CCOC(=O)c1cnc(COc2ccc(OC)cc2)[nH]c1=O | 0.1 | -6.9 | -5.2 | 0.5 | 13.8 | 3.0 | -0.5 | 23.7 | -2.5 | i
COc1ccc(-c2nn(CCC#N)cc2C(=O)O)cc1 | -1.1 | -10.8 | 2.3 | 0.5 | -3.2 | -8.4 | -1.0 | 29.6 | -8.5 | i
C=CCN(c1ccccc1)S(=O)(=O)c1cccc(C(=O)NNC(=O)c2ccncc2)c1 | -0.1 | -4.8 | . | -1.1 | 6.0 | 3.5 | -0.2 | . | -0.6 | -2.9
CN1C(=O)NC(c2ccc([N+](=O)[O-])cc2)C2=C1CC(C)(C)CC2=O (stereo not given) | -0.4 | 3.2 | -3.4 | 1.3 | -5.2 | -1.1 | -0.8 | 31.9 | 11.0 | 1.2
Cc1ccc(C(C(=O)Nc2ccc3c(c2)OCO3)N(C)C(=O)Cc2c[nH]c3ccccc23)cc1 (stereo not given) | 1.2 | 24.6 | -5.8 | . | 16.6 | -0.7 | 1.9 | 1.5 | -0.5 | -0.3
CCCc1cc(=O)[nH]c(SCc2nc3ccc([N+](=O)[O-])cc3[nH]2)n1 | -1.5 | -18.8 | 5.4 | -0.4 | 22.8 | -1.8 | -0.2 | 20.4 | 2.5 | i
COc1ccc(CNC(=O)CCCn2nc(C)c([N+](=O)[O-])c2C)cc1 | 1.6 | -2.1 | -0.4 | . | 14.9 | 0.9 | 0.0 | -13.0 | 1.5 | -3.4
CCOc1ccc(C(c2c(O)nc(SC)n(C)c2=O)c2c(O)nc(SC)n(C)c2=O)cc1 | -0.7 | -6.7 | 0.8 | . | -0.8 | 3.6 | 0.9 | -0.5 | 0.2 | i
O=C(c1cccs1)N1CCN(S(=O)(=O)c2ccc(F)cc2)CC1 | . | -3.9 | -2.0 | 0.3 | -5.4 | . | . | 13.9 | . | .
CCC(C)C(NC(=O)c1ccccc1NC(=O)c1ccco1)C(=O)NNC(=O)c1ccncc1 (stereo not given) | 0.8 | -12.8 | -2.9 | -0.1 | -16.6 | 2.8 | -1.1 | 1.5 | -5.7 | -0.2
Cc1nc(-c2ccc(NC(=O)C3CCCCC3)cc2)cs1 | 0.5 | 5.5 | 1.4 | . | 2.5 | 0.9 | . | -20.6 | . | -5.0
CCC(C(=O)O)N1C(=O)c2ccccc2C1=O (stereo not given) | 0.0 | -23.6 | -0.5 | . | 7.9 | -7.7 | -0.2 | -0.1 | -1.3 | -8.0
O=C1[C@H](Cc2ccccc2)NCCCC[C@H](c2ccc(Cl)cc2)N1Cc1ccccc1 | -0.5 | 5.5 | . | 1.9 | -2.2 | -5.6 | 0.1 | . | -8.9 | i
COc1ccccc1NC(=O)c1ccc(S(=O)(=O)NCc2ccco2)cc1 | 0.4 | -5.2 | 1.3 | 0.6 | -10.8 | 2.4 | -0.5 | 6.7 | -1.7 | -0.2
Cc1ccc2nsnc2c1S(=O)(=O)NCc1cccnc1 | 1.0 | -14.6 | -1.1 | . | 2.4 | -8.8 | -0.7 | -4.7 | -1.7 | -1.7
O=C(Nc1cc(SCCO)cc([N+](=O)[O-])c1)c1ccco1 | -0.2 | -7.3 | 1.4 | . | 9.2 | 1.3 | -0.5 | -4.5 | -2.6 | -0.2
CC(C)c1ccc(C(=O)NCCCN(C)C)cc1 | -0.4 | -1.9 | -2.5 | . | -3.5 | -0.1 | 0.8 | -1.8 | -0.6 | -5.1
O=C(NNS(=O)(=O)c1ccccc1)C1CC(c2cccnc2)=NO1 (stereo not given) | . | -9.6 | 2.6 | 0.3 | -5.5 | 3.1 | -0.3 | -2.0 | -4.8 | -0.4
COc1ccc(CCNc2oc(COc3ccccc3F)nc2C#N)cc1OC | 2.2 | -3.2 | 2.4 | . | 6.3 | -3.0 | 0.0 | 25.2 | -6.1 | -0.6
O=C(NC1CCCCCCC1)c1cc(COc2ccc3ncccc3c2)on1 | 2.2 | 1.8 | 3.4 | . | 2.2 | 27.0 | -0.4 | 14.4 | -1.8 | i

A portion of the library (hit frequency here may not be typical).
